# Screening data as filed in PubChem BioAssay.
# ERK EGF inh – qHTS Assay for Inhibitors of the ERK Signaling Pathway using a Homogeneous Screening Assay; Stimulation with EGF | HEK293-V1b, EGF-stimulated phospho-ERK AlphaScreen | Potency, µM (doses to about 11.5 µM), for inactives: at the highest dose activity change, negative = inhibition, most hits filed as inhibitors | 130,000 compounds, 0.41% hits | AID 1454, 2008; active = well fitted inhibition curve with a large enough effect; inconclusive = small, poorly fitted or top-dose-only effect, or effect the other way;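 also: plate controls were stimulated vehicle wells for no effect and unstimulated vehicle basal for full effect; nearly all actives have a fitted effect of over 55% in size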
#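 Phospho-ERK1/2 measured by AlphaScreen (SureFire) after 5 min 25 nM EGF stimulation of V1b-expressing HEK293 cells preincubated 30 min at 37C with titrated compounds; data scaled to DMSO and EGF controls, Hill-fitted AC50.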
# Active calls of the source: *; ? = inconclusive; [ ] = another dose, or the depositor's remark. Potency is read from the fitted curve at half-maximal effect. Some of the compounds tested (hit frequency here may not be typical).
SMILES,ERK EGF inh
COCCCNC(=O)c1cc(=O)n(Cc2ccc(Cl)cc2)c2ccccc12,35%
C/C(=N\NC(=O)c1cccnc1)c1ccc(-c2ccccc2)cc1,-3%[57.5 µM]
Cc1[nH]n(C)c(=O)c1[N+](=O)[O-],-5%[57.5 µM]
O=C(NCCSc1c[nH]c2ccccc12)c1c(F)cccc1F,-5%[57.5 µM]
Cc1cc(-c2nnc(SCC(=O)Nc3ccc(C(F)(F)F)cc3)n2C)no1,-11%[57.5 µM]
CCOC(=O)c1csc(NC(=O)c2ccc(S(=O)(=O)N(CC)CC)cc2)n1,-3%
CCOC(=O)c1nnn(-c2nonc2N)c1-c1ccc(Cl)cc1,1%
O=C(Nc1ccc(Cl)c(S(=O)(=O)Nc2ccccc2Cl)c1)c1cccs1,?
CC/C(=N\NC(=S)Nc1cccc(C)c1)c1ccccc1,4%
Cc1ccc(-c2cc(C(=O)N3CCCc4ccccc43)no2)cc1,0%
CC(=O)N1N=C(c2ccc3ccccc3c2)OC12CCCC2,?
O=C(CCNc1n[nH]c(=O)[nH]c1=O)N/N=C/c1ccc(Cl)cc1,-5%
CC(=O)Nc1ccc(NC(=O)c2cc(-n3cnnc3)ccc2Cl)cc1,0%
CCCCNC(=O)Nc1c(C)cc(SC#N)cc1C,15%
N#Cc1c(NC(=O)CSc2nc3ccccc3s2)sc2c1CCCC2,9%
Nc1nn(-c2ccccc2)c(N)c1N=Nc1ccc2c(c1)OCO2,0%
Cc1cccc(N2CCN(C(=S)NCc3ccco3)CC2)c1C,-2%
CCCOc1ccc(-c2nn(-c3ccccc3)cc2/C=C2\SC(N)=NC2=O)cc1C,-3%
Cc1ccc(C(=O)N2CCCC(c3ccccc3)=N2)cc1,-31%
O=C(O)CCC(=O)NCCc1cccc(Cl)c1,16%

# Reprinted from the part before: 3 entries, followed by the next part.
SMILES,ERK EGF inh
CCCOc1ccc(-c2nn(-c3ccccc3)cc2/C=C2\SC(N)=NC2=O)cc1C,-3%
Cc1ccc(C(=O)N2CCCC(c3ccccc3)=N2)cc1,-31%
O=C(O)CCC(=O)NCCc1cccc(Cl)c1,16%
Cc1cc(C)n(/N=C/c2cc([N+](=O)[O-])ccc2O)c(=O)c1,-1%
COc1ccc2c(c1)C(=O)[C@H](OC(=O)NS(=O)(=O)c1ccc(C)cc1)[C@@H](c1ccc(OC)c(Br)c1)O2,1%
CC(NC(=O)Cn1c(NCCO)nc2ccccc21)C1CC2CCC1C2 (configuration not stated),3%
CC1(C)C[C@@H]2C[C@@](C)(CN2C(=O)c2ccccc2)C1,3%[57.5 µM]
CCOc1ccc(CONS(=O)(=O)c2ccc(NC(C)=O)cc2)cc1Cl,-1%
CN(C)Cc1ccccc1-c1nc(NCc2ccccc2)c2ccccc2n1,17%
C=CC(=O)NCCCc1cc(C(C)(C)C)c(O)c(C(C)(C)C)c1,-3%
N#C/C(=C\c1cc2c(cc1Br)OCO2)C(=O)NCC1CCCO1 (configuration not stated),?
Cc1c(C#N)c(N)nc2c3c(sc12)NC(=O)CC3c1ccccc1 (configuration not stated),13%
COc1cc(CCCN2C(=S)NC[C@@H]2Cc2ccccc2)cc(OC)c1OC,-13%[57.5 µM]
CCN(CC)S(=O)(=O)c1ccc(/C=C/C(=O)OCC(=O)Nc2ccc(C(N)=O)cc2)cc1,-5%
O=C(O)CCCN1C(=O)c2ccc(Oc3cccc([N+](=O)[O-])c3)cc2C1=O,-8%
Cc1ccc(Nc2nnc(C(C)(C)C)c(=O)n2N)cc1,2%
CCCn1cc(CN2CCN(Cc3ccc(C)o3)C(CCO)C2)c(C)n1 (configuration not stated),-8%[57.5 µM]
CCOC(=O)c1cnc2c(c(C)nn2CC)c1NC1CC1,-1%
CCCC[C@@H]1C[C@H]1C(NC(=O)c1ccccc1)c1ccc(C(F)(F)F)cc1 (some centres not stated),0%
CCOC(=O)/C(=C\c1ccc(C)cc1)NC(=O)c1ccccc1,2%
CN(CC1CCCO1)S(=O)(=O)c1ccc(C(=O)Nc2ccc3c(c2)OCO3)cc1 (configuration not stated),8%
COC(=O)c1ccc(Oc2nc(C)cc(Oc3ccccc3)n2)cc1,0%
COC(=O)c1ccc(NS(=O)(=O)c2ccccc2)o1,-8%
CCc1ccc(NC(=O)c2cc(-c3ccc(F)cc3)on2)cc1,0%
C/C(=N\NC(=O)CNC(=O)c1ccc2c(c1)OCO2)c1ccco1,-2%
O=C(NCCCn1ccnc1)c1cc(-c2ccccc2)on1,-5%
Cc1nnc(SCC(=O)c2ccc(C(C)C)cc2)s1,-4%
Fc1cccc(COc2ccccc2C(=S)N2CCCC2)c1,13%
CCOC(=O)c1[nH]c2ccccc2c1NC(=S)Nc1cccc(C)c1,-1%
CSCCn1c(C(C)(C)C)cc(C(=O)O)c1C,10%[57.5 µM]
CCCc1cc(=O)[nH]c(SCC(=O)Nc2ccc3c(c2)CCC3)n1,5%
COc1ccccc1-n1c(O)c(C=NCc2ccccn2)c2ccccc2c1=O,-3%[57.5 µM]
CC(C)Sc1nc2ccc(Br)cc2[nH]1,0%
N#CC12CCCCC1CC1CCCCC1(C#N)N2N (configuration not stated),-1%[57.5 µM]
CCCc1cc2c(OC(=O)CC)c(-c3ccc(C(=O)OCC)o3)c(=O)oc2cc1OC,5%
COc1ccc(CCN(C)CCCN2CC(c3ccccc3)CC2=O)cc1OC (configuration not stated),-2%
COC(=O)CSc1nc(N)nc(C)c1Cl,-2%
Cc1ccc(NC(=O)CCOc2ccccc2)cc1S(=O)(=O)Nc1ccccc1Cl,7%
COc1ccc(/C=C/c2noc(-c3ccccc3O)n2)cc1,10%
O=C(CCc1nc2ccccc2c(=O)[nH]1)Nc1ccc(N2CCCCC2)cc1,15%
COC(=O)c1cc(NC(=O)c2c(Cl)cnn2C)cc(C(=O)OC)c1,-3%
COc1cccc(NC(=S)NC2CC(C)(C)NC(C)(C)C2)c1,-8%
COC(=O)c1ccc(CNC(=O)c2ccc(COc3ccccc3)cc2)cc1,11%
COCCCNC(=O)Cn1cc(/C=C(\C#N)C(=O)N2CCN(c3ccccc3)CC2)c2ccccc21,4%
COc1ccc(C2C(C(=O)c3cccs3)=C(O)C(=O)N2Cc2cccnc2)cc1OC (configuration not stated),36%
CCOc1ccc2nc(NCCNC(=O)C(C)(C)C)c(C)cc2c1,-4%
NS(=O)(=O)c1ccc(NC(=O)c2ccc(S(=O)(=O)N3CCc4ccccc43)cc2)cc1,-3%
CCOC(=O)C1CCN(C(=O)Nc2ccc(Cl)cc2Cl)CC1,5%
O=c1[nH]cc([N+](=O)[O-])cc1Br,6%
Cc1cc(NC(=S)N(Cc2ccc(Br)cc2)Cc2ccc(C(=O)O)cc2)ccc1Cl,?
CN(CC#CC1(O)c2ccccc2-c2ccccc21)Cc1ccccc1,16%
NS(=O)(=O)c1ccc(NC2=CC(c3ccc([N+](=O)[O-])cc3)N(c3ccc(S(N)(=O)=O)cc3)C2=O)cc1 (configuration not stated),8%[57.5 µM]
Cc1cc(C(=O)Nc2cccc3cccnc23)ccc1[N+](=O)[O-],-6%
COc1ccc(OC)c(NC(=O)Cc2nn(C)c(=O)c3ccccc23)c1,9%
Cc1ccc2ncnc(Oc3ncccc3NC(=O)C(C)(C)C)c2c1,-5%[57.5 µM]
S=C(Nc1ccc(Br)cc1)N1CCCC1,2%
CC(C)(C=O)Cc1cc(C(C)(C)C)c(O)c(C(C)(C)C)c1,?
O=C(NC(=S)N1CCCCCC1)C1CC1,5%
COc1ccc(NC(=O)Nc2nc(C)cc(C)n2)c(OC)c1,6%[57.5 µM]
COc1ccc(C2=C/C(=C/c3cccnc3)C(=O)O2)cc1OC,-6%
CCOC(=O)c1sc2nc3c(SCC(=O)O)cc(C(=O)c4ccccc4O)cn3c(=O)c2c1C,-14%
[N-]=C=C1C(=S)NC(=O)[C@H]([n+]2ccccc2)[C@H]1c1ccc(Cl)cc1,4%[57.5 µM]
Cc1ccc(NC(=O)COc2cccc(/C=C3\SC(=S)N(CCC(=O)O)C3=O)c2)cc1Cl,-8%[57.5 µM]
# Following part.
SMILES,ERK EGF inh
Clc1cc2c(c(Cn3cnc4ccccc43)c1)OCOC2,-1%
O=C(CSc1ccccc1)Nc1ccc(C(=O)Nc2ccc(O)cc2)cc1,-2%[57.5 µM]
COc1ccc2[nH]cc(CCNC(=S)NCCc3ccccc3)c2c1,-7%
COc1ccc(NC(=S)N(CCc2c(C)[nH]c3ccccc23)Cc2cccnc2)cc1,1%
Cc1cc(C)cc(-n2c(SC(C)C(=O)NCc3ccc4c(c3)OCO4)nc3ccccc3c2=O)c1 (configuration not stated),5%
COc1ccccc1/C=C/C(=O)OCC(=O)NCCC1=CCCCC1,1%
CC1(C)C(=O)N(CCN2CCC(C(=O)c3ccc(F)cc3)CC2)c2ccccc21,?
Cn1c(-c2cc3ccccc3oc2=O)nc2ccccc21,8%[57.5 µM]
O=C(COn1nnc2ccccc21)N1CCN(Cc2ccccc2)CC1,-4%
CCOC(=O)[C@H](N)/C=C(\C)CP(=O)(O)O,-1%
COc1ccc(CCNC(=O)C2CCCN(c3nc(C)cc(C)n3)C2)cc1 (configuration not stated),5%
CS(=O)(=O)c1ccc(CNC(=O)[C@@H]2C[C@H]2[C@@H](NP(=O)(c2ccccc2)c2ccccc2)c2ccccc2)cc1,14%
CS(=O)(=O)N(CC(=O)NCC1CCCO1)c1cccc([N+](=O)[O-])c1 (configuration not stated),4%
CCN1C(=O)N[C@@H](c2cccs2)C(C(C)=O)=C1C,-15%[57.5 µM]
Cc1ccccc1CN1C[C@@H]2C[C@@H](c3ccc4nsnc4c3)N3CCC[C@@]23C1=O,-12%[57.5 µM]
CCCCC[C@H](O)/C=C/[C@@H]1[C@@H](CC(=O)CCC(=O)O)[C@@H](O)C[C@H]1O,-7%
COCCCNCCCOc1ccc(C(C)(C)c2ccccc2)cc1,0%
CCS(=O)(=O)c1ccc2oc(Nc3ccc(C(C)(C)C)cc3)nc2c1,0%
CC(=O)n1c(C=Nc2ccc(Cl)cc2)c(O)c2ccccc21,1%[57.5 µM]
CCOC(=O)COn1c(=O)c(-c2ccc(OC)c(OC)c2)[n+]([O-])c2ccccc21,4%
COc1ccc(SCCN2CCN(CC(C)C)CCC2=O)cc1,4%[57.5 µM]
COc1cccc(/C=C2\SC(=O)NC2=O)c1OCc1ccc(C(=O)O)cc1,-4%

# Entries above containing an aryl methoxy group:
SMILES,ERK EGF inh
COc1ccc2c(c1)C(=O)[C@H](OC(=O)NS(=O)(=O)c1ccc(C)cc1)[C@@H](c1ccc(OC)c(Br)c1)O2,1%
COc1cc(CCCN2C(=S)NC[C@@H]2Cc2ccccc2)cc(OC)c1OC,-13%[57.5 µM]
COc1ccccc1-n1c(O)c(C=NCc2ccccn2)c2ccccc2c1=O,-3%[57.5 µM]
CCCc1cc2c(OC(=O)CC)c(-c3ccc(C(=O)OCC)o3)c(=O)oc2cc1OC,5%
COc1ccc(CCN(C)CCCN2CC(c3ccccc3)CC2=O)cc1OC (configuration not stated),-2%
COc1ccc(/C=C/c2noc(-c3ccccc3O)n2)cc1,10%
COc1cccc(NC(=S)NC2CC(C)(C)NC(C)(C)C2)c1,-8%
COc1ccc(C2C(C(=O)c3cccs3)=C(O)C(=O)N2Cc2cccnc2)cc1OC (configuration not stated),36%
COc1ccc(OC)c(NC(=O)Cc2nn(C)c(=O)c3ccccc23)c1,9%
COc1ccc(NC(=O)Nc2nc(C)cc(C)n2)c(OC)c1,6%[57.5 µM]
COc1ccc(C2=C/C(=C/c3cccnc3)C(=O)O2)cc1OC,-6%
COc1ccc2[nH]cc(CCNC(=S)NCCc3ccccc3)c2c1,-7%
COc1ccc(NC(=S)N(CCc2c(C)[nH]c3ccccc23)Cc2cccnc2)cc1,1%
COc1ccccc1/C=C/C(=O)OCC(=O)NCCC1=CCCCC1,1%
COc1ccc(CCNC(=O)C2CCCN(c3nc(C)cc(C)n3)C2)cc1 (configuration not stated),5%
CCOC(=O)COn1c(=O)c(-c2ccc(OC)c(OC)c2)[n+]([O-])c2ccccc21,4%
COc1ccc(SCCN2CCN(CC(C)C)CCC2=O)cc1,4%[57.5 µM]
COc1cccc(/C=C2\SC(=O)NC2=O)c1OCc1ccc(C(=O)O)cc1,-4%
